RNase H inhibition: RNase H inhibition, HIV 1 Gag Pol polyprotein, FRET biochemical assay, screening (AID 372). inhibition, % at 10 µM, or IC50 in µM where a hit was titrated. 0.77% of 100,000 active. HIV-1 RT RNase H, FRET RNA/DNA substrate fluorescence; higher % means a stronger effect; in the data active = inhibition above about 50%
* marks the source's active call; other numbers are inactive results.

canonical_smiles | RNase H inhibition
CC1CCCCN1C(=O)Cc1cccs1 (stereo not given) | 0%
CCOC(=O)C1=C(C)N=c2s/c(=C\c3ccc(-c4cc(Cl)ccc4Cl)o3)c(=O)n2C1c1ccccc1 (stereo not given) | 13%
O=C(Nc1sc2c(c1C(=O)NCCc1ccccc1)CCCCC2)c1ccccc1F | 6%
CCOC(=O)N1CCN(CC(O)COc2ccc(Cl)cc2C)CC1 (stereo not given) | 9%
O=C(c1ccc([N+](=O)[O-])cc1Cl)N1CCN(c2ccc(F)cc2)CC1 | 4%
CC1=C(C(=O)OCCc2ccccc2)C(c2ccc(Br)cc2)NC(=O)N1 (stereo not given) | 37%
Cc1ccccc1N1C(=O)NC(=O)/C(=C\c2ccc(OCc3cccc(C(=O)O)c3)cc2)C1=O | 15%
CCOC(=O)C1=C(O)/C(=C/c2ccc(Cl)cc2Cl)SC1=Nc1cccc(Cl)c1 | 6%
O=C(CCN1C(=O)C2C3C=CC(C4CC34)C2C1=O)OCC(=O)c1ccc(Cl)cc1Cl (stereo not given) | 0%
COCCOC(=O)C1=C(C)NC(=S)NC1c1ccc(OC)c(OC)c1 (stereo not given) | 0%
CCc1ccc(-c2nc3cc(NC(=O)c4ccc(OC)c([N+](=O)[O-])c4)ccc3o2)cc1 | 20%
CCc1ccc(NC(=O)COc2ccc(Br)cc2Cl)cc1 | 23%
Cc1ccc(N2C(=O)SC(Nc3ccc(I)cc3)C2=O)cc1 (stereo not given) | 4%
O=C(Nc1ccc(F)cc1F)c1cnn2c1NC(c1ccco1)CC2C(F)(F)F (stereo not given) | 6%
Cc1ccc(-c2ccc(C(=O)Nc3ccc(N4CCOCC4)cc3)o2)cc1Cl | 15%
COc1ccc(CONc2ncnc3nonc23)cc1[N+](=O)[O-] | 4%
NC(=O)c1c(NC(=O)c2ccc(Cl)cc2Cl)sc2c1CCCCCC2 | 18%
Cc1ccc(S(=O)(=O)NCc2cccnc2)c(C)c1 | 6%
COc1ccc(CCNC(=O)C(=O)Nc2ccccc2C)cc1OC | 0%
CCC(CC)C(=O)Nc1ccc(C(C)=O)cc1 | 6%

2 of these compounds, set out differently:
> NC(=O)c1c(NC(=O)c2ccc(Cl)cc2Cl)sc2c1CCCCCC2
  RNase H inhibition: 18%

> CCOC(=O)C1=C(C)N=c2s/c(=C\c3ccc(-c4cc(Cl)ccc4Cl)o3)c(=O)n2C1c1ccccc1 (stereo not given)
  RNase H inhibition: 13%

Next entries.
canonical_smiles | RNase H inhibition
CSC1=N/C(=C\c2ccc(C)o2)C(=O)S1 | 16%
COc1cc(NC(=S)NC(=O)c2ccc(C)c(C)c2)ccc1NC(=O)c1cc2ccccc2o1 | 15%
O=C(C[n+]1ccc2ccccc2c1)c1ccc(-c2ccccc2)cc1 | 9%
Cc1cccc(OCCCCCN2CCCC2)c1C | 0%
CCSC1=C(C#N)C(c2ccc(C)cc2)CC(=O)N1 (stereo not given) | 13%
O=[N+]([O-])c1cc(-n2ncnc2-c2cccs2)ccc1F | 5%
O=C(O/N=C(/c1ccncc1)c1ccc([N+](=O)[O-])cc1)c1cccc(Br)c1 | 0%
CCOc1cc(C(=O)Nc2ccc(Cl)c(-c3nc4ncccc4o3)c2)cc(OCC)c1OCC | 14%
O=C1c2cccc(Cl)c2C(=O)c2cccc(Cl)c21 | 0%
CCOc1ccc(N2C(=O)/C(=C/c3ccc(OCc4cccc(C(=O)O)c4)cc3)C(=O)NC2=S)cc1 | 5%
COC(=O)C1=C(C(=O)OC)SC(=C2C(=S)C(C)(C)N(C(=O)c3ccc(I)cc3)c3cc(OC)ccc32)S1 | 19%
CC1(c2ccc(Br)cc2)NN=C(Cc2ccccc2)S1 (stereo not given) | 8%
CC12CC3CC(C)(C1)CC(C(=O)N/N=C/c1ccc([N+](=O)[O-])cc1)(C3)C2 | 8%
CCOc1ccc(NC(=S)NC(=O)/C=C/c2ccc(C)cc2)c([N+](=O)[O-])c1 | 21%
COc1cc(/C=N/Nc2nnc(C)c(=O)[nH]2)ccc1O | 7%
O=C1NC(=S)S/C1=C\c1cc(-c2ccccc2)n(-c2ccc(Br)cc2)c1-c1ccccc1 | 31%
Fc1ccccc1C1Nc2ccccc2-c2nnc(SCc3ccccc3)nc2O1 (stereo not given) | 8%
O=C(Nc1cccc(NC(=O)c2cccc3ccccc23)c1)c1ccc(Cl)cc1Cl | 14%
Cc1ccc(N(CC(=O)N2CCOCC2)S(C)(=O)=O)cc1Cl | 0%
Cc1cccc(OCC(=O)Nc2ccc(C)cc2[N+](=O)[O-])c1 | 8%

Later entries:
canonical_smiles | RNase H inhibition
COc1cc(C=O)ccc1OCCOc1ccccc1[N+](=O)[O-] | 6%
CCOC(=O)C1=C(c2ccccc2)NC(=S)NC1c1cccc(OC)c1OC (stereo not given) | 2%
O=C(COC(=O)c1cccc(N2C(=O)CCC2=O)c1)c1ccccc1 | 8%
O=C1C=CC(=O)N1c1ccc(OC(F)(F)C(F)F)c(N2C(=O)C=CC2=O)c1 | 14%
Cc1onc(-c2ccccc2Cl)c1C(=O)NCCNc1c(Cl)cccc1[N+](=O)[O-] | 2%
CCOC(=O)C1=C(O)/C(=C/c2ccc(N(CC)CC)cc2)SC1=Nc1ccc(OC)cc1 | 14%
O=Cc1ccc(OCC(=O)Nc2ccc(F)cc2)cc1 | 8%
Cc1ccc(N2CC(=O)NC2=O)cc1 | 3%
COCC(C)NCc1ccc(OC)cc1 (stereo not given) | 7%
Cc1ccc(S(=O)(=O)N(CC(=O)Nc2ccccc2F)c2cc(C)cc(C)c2)cc1 | 5%
O=c1oc2cc(OCc3cccc(C(F)(F)F)c3)ccc2c2c1CCC2 | 12%
CC(=O)Nc1ccc(C2C(C#N)=C(N)Oc3cc(C)oc(=O)c32)cc1 (stereo not given) | 13%
O=C(CCCN1C(=O)/C(=C/c2cccs2)SC1=S)N1CCOCC1 | 4%
CCOC(=O)C1CCCN(C(=O)c2cc(C(=O)OC)cc([N+](=O)[O-])c2)C1 (stereo not given) | 16%
Cc1cc(Cl)ccc1OC(=O)c1ccc(Cl)cc1 | 51%*
O=C(N/N=C/c1cc(Br)ccc1O)c1cc(C23CC4CC(CC(C4)C2)C3)[nH]n1 | 2%
CCOc1ccc2nc(SCC(=O)Nc3cc(C)cc(C)c3)sc2c1 | 18%
CCOc1cc(C=C2C(=O)NC(=O)NC2=O)ccc1OCCOc1ccccc1C | 3%
O=C(N/N=C/c1cc(Br)cc(Br)c1O)c1cc(C23CC4CC(CC(C4)C2)C3)[nH]n1 | 9%
CCC1CCCCN1C(=O)c1cc(-c2ccc(C)s2)nc2ccccc12 (stereo not given) | 17%

Arranged by number of heavy atoms (largest number first): part of the list above.
canonical_smiles | RNase H inhibition
CCOC(=O)C1=C(O)/C(=C/c2ccc(N(CC)CC)cc2)SC1=Nc1ccc(OC)cc1 | 14%
Cc1ccc(S(=O)(=O)N(CC(=O)Nc2ccccc2F)c2cc(C)cc(C)c2)cc1 | 5%
O=C(N/N=C/c1cc(Br)cc(Br)c1O)c1cc(C23CC4CC(CC(C4)C2)C3)[nH]n1 | 9%
O=C(N/N=C/c1cc(Br)ccc1O)c1cc(C23CC4CC(CC(C4)C2)C3)[nH]n1 | 2%
O=C1C=CC(=O)N1c1ccc(OC(F)(F)C(F)F)c(N2C(=O)C=CC2=O)c1 | 14%
CCOC(=O)C1CCCN(C(=O)c2cc(C(=O)OC)cc([N+](=O)[O-])c2)C1 (stereo not given) | 16%
CCOc1ccc2nc(SCC(=O)Nc3cc(C)cc(C)c3)sc2c1 | 18%
O=C(CCCN1C(=O)/C(=C/c2cccs2)SC1=S)N1CCOCC1 | 4%
COc1cc(C=O)ccc1OCCOc1ccccc1[N+](=O)[O-] | 6%
O=Cc1ccc(OCC(=O)Nc2ccc(F)cc2)cc1 | 8%
Cc1cc(Cl)ccc1OC(=O)c1ccc(Cl)cc1 | 51%*
COCC(C)NCc1ccc(OC)cc1 (stereo not given) | 7%
Cc1ccc(N2CC(=O)NC2=O)cc1 | 3%

(cont.)
canonical_smiles | RNase H inhibition
CCOC(=O)c1sc(NC(=O)c2ccccc2C)nc1C | 1%
CC1COC(CC(C)c2ccccc2)O1 (stereo not given) | 0%
CCc1ccc(NC(=O)c2c(-c3c(Cl)cccc3Cl)noc2C)cc1 | 6%
COc1ccc(NC(=O)C(=O)N/N=C/c2ccccc2F)cc1 | 6%
NC(=O)c1c(NC(=O)c2cnccn2)sc2c1CCCC2 | 5%
O=C(NCc1ccc2c(c1)OCO2)c1ccc(C#CC2(O)CCCCC2)cc1 | 8%
CC(C)(C)c1ccc(-c2cc(N)n(-c3ccccc3)n2)cc1 | 14%
O=[N+]([O-])c1ccc(C=Nc2ccc(I)cc2)s1 | 14%
CCc1ccccc1OCCCN(CC)CC | 0%
CC1=NN(c2ccc(Br)cc2)C(=O)/C1=C\c1c(C)[nH]n(-c2ccc(Cl)cc2)c1=O | 13%
Cc1ccccc1NC(=O)CCCN1C(=O)/C(=C/c2cccc3c2OCO3)SC1=S | 1%
CCOCCOC(=O)C1=C(C)NC2=C(C(=O)CCC2)C1c1cccc(O)c1 (stereo not given) | 0%
Cc1ccc(S(=O)(=O)c2ccc(Sc3ccc(Cl)cc3)cc2)cc1 | 14%
Cc1oc2c(CN3CCC(C)CC3)c(O)ccc2c(=O)c1-c1nc2ccccc2s1 | 1%
Cn1c2c(c(=O)n(C)c1=O)C(c1ccc(OC(=O)/C=C/c3ccc([N+](=O)[O-])cc3)cc1)C1=C(N2)c2ccccc2C1=O (stereo not given) | 10%
COc1cc(/C=C2\C(=O)NC(=O)N(c3cccc(Br)c3)C2=O)cc(OC)c1OC | 6%
CC1=C(C(=O)OCCc2ccccc2)C(c2ccccc2[N+](=O)[O-])CC(=O)N1 (stereo not given) | 23%
Cc1ccccc1C(=O)Nc1cccc(Cl)c1 | 10%
Cc1ccc(NC(=O)C2COc3ccccc3O2)c(Br)c1 (stereo not given) | 24%
C#CCOc1ccc(/C=C2\C(=O)NC(=O)N(c3ccc(C)cc3)C2=O)cc1 | 8%

More records.
canonical_smiles | RNase H inhibition
Cc1ccc(-n2nc3cc(C)c(NC(=O)c4cccc(C)c4)cc3n2)cc1 | 18%
Cc1cccc(OCC(O)Cn2c(C)nc3ccccc32)c1 (stereo not given) | 5%
Cc1cccc(C)c1OCCCN1CCC(C)CC1 | 10%
Cc1ccc(N2C(=O)NC(=O)/C(=C\c3ccc(O)c([N+](=O)[O-])c3)C2=O)cc1C | 12%
CCOc1ccccc1C(=O)N/N=C/c1ccc(N(C)C)cc1 | 5%
CCCCCCCC(=O)N1CC(=O)NC(=O)C1 | 5%
Cc1[nH]n(-c2ccccc2)c(=O)c1/C=N/NCc1ccccc1 | 0%
CN(C)c1ccc(/C=N/Nc2c(Cl)cc(Cl)cc2Cl)cc1 | 15%
COc1cc(/C=C2/SC(NC(C)=O)=NC2=O)cc(OC)c1OC | 0%
O=C(Nc1ccc(S(=O)(=O)Nc2ccc(F)cc2)cc1)c1ccccc1 | 14%
O=C(COc1ccc(Br)cc1)N/N=C/c1c(Cl)cccc1Cl | 14%
CCOC(=O)c1c(NC(=O)c2ccccc2F)sc2c1CCCC2=O | 5%
COc1ccc(/C=C/C(=O)C(C)(C)OC(C)=O)cc1 | 0%
O=C(O)C1C2CCC(C2)C1C(=O)Nc1nccs1 (stereo not given) | 19%
CCOC(=O)C(CCCCOc1ccccc1Cl)C(=O)OCC | 11%
O=C(N/N=C/c1ccccc1OC(=O)c1sc2ccccc2c1Cl)c1ccc([N+](=O)[O-])cc1 | 6%
C=CCOC(=O)C1=C(C)N(CC)C(=O)NC1c1ccc(Br)cc1 (stereo not given) | 4%
CC(C)COc1ccc(C(=O)Nc2ccc3oc(-c4ccncc4)nc3c2)cc1 | 1%
O=C(/C=C/c1ccc(F)cc1)NCc1ccccn1 | 6%
C=CCn1cc(/C=C(\C#N)C(=O)Nc2ccccc2OC)c2ccccc21 | 0%

Other entries
canonical_smiles | RNase H inhibition
CC(C)(C)c1ccc(C(=O)Nc2ccc([N+](=O)[O-])cc2Cl)cc1 | 11%
CCCCN1C(=O)/C(=C\c2ccc(Cl)cc2Cl)SC1=S | 5%
COc1ccc(OCCOc2ccc(/C=C3/C(=O)NC(=O)N(c4ccccc4)C3=O)cc2)cc1 | 6%
O=C(Nc1cc(-c2ccc(F)cc2)[nH]n1)c1cccs1 | 17%
Cc1cc(C)cc(N=Cc2cc([N+](=O)[O-])ccc2O)c1 | 7%
Cc1cccc(N2CCN(C(=O)C(Cl)(Cl)Cl)CC2)c1C | 8%
CC1=NN(c2cccc(Cl)c2)C(=O)/C1=C/C=C/c1cccc([N+](=O)[O-])c1 | 8%
O=C(CSc1nnc(-c2ccco2)n1-c1ccccc1)NCCc1ccccc1 | 8%
O=C1C2CC=C(Cl)CC2C(=O)N1CCN1CCCC1 (stereo not given) | 0%
CCOc1cccc(C(=O)NC(=S)Nc2ccc(-c3nc4cc(C)ccc4o3)cc2)c1 | 6%
COc1ccc(C(=O)/C=C/Nc2c(C)n(C)n(-c3ccccc3)c2=O)cc1OC | 8%
COc1ccc(C2=NN(c3nc(-c4ccccc4)c4cc(Cl)ccc4n3)C(c3ccc(F)cc3)C2)cc1 (stereo not given) | 25%
N#CC1=C(N)OC2=C(C(=O)CC(c3ccccc3)C2)C1c1ccc(Cl)cc1 (stereo not given) | 15%
CCOC(=O)c1cccc(NC(=O)c2ccc(OCC)c(OCC)c2)c1 | 7%
Cc1sc(NC(=O)COc2ccc(Cl)cc2Cl)c(C#N)c1C | 15%
COc1ccc2ccccc2c1/C=C1\SC(=S)N(CC(=O)O)C1=O | 6%
Cc1ccc(C)c2c(N=Nc3ccccn3)c(O)[nH]c12 | 3%
Cc1ccc(/C=N/NC(=O)CN(c2ccc(C)cc2)S(=O)(=O)c2ccccc2)cc1 | 0%
COc1cccc(OCCOCCOc2ccc(Cl)cc2Cl)c1 | 8%

Some of the compounds tested; the hit share may differ from the screen's.
